ATXN2 expr inh: inhibitors of ATXN2 expression. HEK-293 ATXN2-luciferase reporter, luminescence, 24 h. Potency, µM (series often up to 57 µM), without a hit: at the top dose activity change, negative = inhibition, usual class: inhibitors. hit rate 0.72% among 360,000; note: potency is the fitted concentration of half-maximal effect; % is set by controls: 0 for no effect and ±100 for the full control effect; nearly all actives have a fitted effect of over 55% in size
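ATXN2-luciferase reporter cells (luciferase flanked by upstream and downstream ATXN2 gene portions) were treated 24 h at 37 °C with compounds at up to 57 uM. SteadyGlo luminescence gave expression; GF-AFC fluorescence gave viability.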
KB-V1 MDR tox: KB-V1 MDR subline cytotoxicity | KB-V1 MDR cells viability, CellTiter-Glo, 72 h | Potency, µM (highest dose often 46.1 µM), for the others: top-dose activity change, negative = cytotoxicity, usual class: cytotoxic | hit rate 3.4% among 400,000; note: potency is the fitted concentration of half-maximal effect; % is set by controls: 0 for no effect and ±100 for the full control effect; nearly all actives have a fitted effect of over 60% in size
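Cells of the MDR subline KB-V1 are plated, dosed with compound at multiple concentrations, and incubated 72 h at 37 degrees C; CellTiter-Glo is then added and luminescence read after 10 min.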
MCF10A rerep: induces DNA re-replication in MCF 10a normal breast cells. MCF 10A DNA re-replication, Hoechst nuclear intensity, 48 h. Potency, µM (series often up to 46.1 µM), for the others: at the highest dose activity, positive = re-replication, hits mostly activators. hit rate 2.9% among 350,000; note: potency is the fitted concentration of half-maximal effect; % of control where 0% means no effect; nearly all actives have a fitted effect of over 50% in size
HT1080NT lethal: kills 2HG-producing HT-1080-NT fibrosarcoma cells; HT-1080-NT fibrosarcoma viability, CellTiter-Glo ATP luminescence, 48 h; AID 686970; hit rate 1.6% among 360,000; Potency, µM (highest dose often 46.1 µM), without a hit: at the top dose activity, negative = less viability, hits mostly cytotoxic;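 note: NT is the 2HG producing partner of a matched IDH1 knockdown line; potency is the fitted concentration of half-maximal effect; 0% = DMSO-treated cells and -100% = media-only wells without cells; nearly all actives have a fitted effect of over 55% in size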
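Fibrosarcoma NT cells, 750 per well in 5% FBS RPMI, were exposed to compound for 48 hours. Viability: CellTiter-Glo luminescence.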
SW480 rereplic: DNA re-replication induction in SW480 cells; SW480 DNA re-replication, Hoechst DNA content imaging, 48 h; Potency, µM (series often up to 46.1 µM), for the others: at the highest dose re-replication activation, most hits filed as activators; hit rate 1.8% among 340,000; note: potency is the fitted concentration of half-maximal effect; % of control where 0% means no effect; nearly all actives have a fitted effect of over 55% in size
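250 cells/well; 23 nL cpd via pin tool; 48 hr, 37 C, 5% CO2; Hoechst 40 min; imager read of total nuclear intensity, ex 405/em 500-530 nm.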
WRN helicase inh: WRN helicase (human) inhibition | Potency, µM (doses to about 114 µM), inactives show top-dose activity change, negative = inhibition, most hits filed as inhibitors | WRN helicase unwinding, fluorescent forked duplex, kinetic | hit rate 0.46% among 360,000; note: potency is the fitted concentration of half-maximal effect; % is set by controls: 0 for no effect and ±100 for the full control effect; nearly all actives have a fitted effect of over 55% in size
Target sequence (Q14191 whole entry, looked up): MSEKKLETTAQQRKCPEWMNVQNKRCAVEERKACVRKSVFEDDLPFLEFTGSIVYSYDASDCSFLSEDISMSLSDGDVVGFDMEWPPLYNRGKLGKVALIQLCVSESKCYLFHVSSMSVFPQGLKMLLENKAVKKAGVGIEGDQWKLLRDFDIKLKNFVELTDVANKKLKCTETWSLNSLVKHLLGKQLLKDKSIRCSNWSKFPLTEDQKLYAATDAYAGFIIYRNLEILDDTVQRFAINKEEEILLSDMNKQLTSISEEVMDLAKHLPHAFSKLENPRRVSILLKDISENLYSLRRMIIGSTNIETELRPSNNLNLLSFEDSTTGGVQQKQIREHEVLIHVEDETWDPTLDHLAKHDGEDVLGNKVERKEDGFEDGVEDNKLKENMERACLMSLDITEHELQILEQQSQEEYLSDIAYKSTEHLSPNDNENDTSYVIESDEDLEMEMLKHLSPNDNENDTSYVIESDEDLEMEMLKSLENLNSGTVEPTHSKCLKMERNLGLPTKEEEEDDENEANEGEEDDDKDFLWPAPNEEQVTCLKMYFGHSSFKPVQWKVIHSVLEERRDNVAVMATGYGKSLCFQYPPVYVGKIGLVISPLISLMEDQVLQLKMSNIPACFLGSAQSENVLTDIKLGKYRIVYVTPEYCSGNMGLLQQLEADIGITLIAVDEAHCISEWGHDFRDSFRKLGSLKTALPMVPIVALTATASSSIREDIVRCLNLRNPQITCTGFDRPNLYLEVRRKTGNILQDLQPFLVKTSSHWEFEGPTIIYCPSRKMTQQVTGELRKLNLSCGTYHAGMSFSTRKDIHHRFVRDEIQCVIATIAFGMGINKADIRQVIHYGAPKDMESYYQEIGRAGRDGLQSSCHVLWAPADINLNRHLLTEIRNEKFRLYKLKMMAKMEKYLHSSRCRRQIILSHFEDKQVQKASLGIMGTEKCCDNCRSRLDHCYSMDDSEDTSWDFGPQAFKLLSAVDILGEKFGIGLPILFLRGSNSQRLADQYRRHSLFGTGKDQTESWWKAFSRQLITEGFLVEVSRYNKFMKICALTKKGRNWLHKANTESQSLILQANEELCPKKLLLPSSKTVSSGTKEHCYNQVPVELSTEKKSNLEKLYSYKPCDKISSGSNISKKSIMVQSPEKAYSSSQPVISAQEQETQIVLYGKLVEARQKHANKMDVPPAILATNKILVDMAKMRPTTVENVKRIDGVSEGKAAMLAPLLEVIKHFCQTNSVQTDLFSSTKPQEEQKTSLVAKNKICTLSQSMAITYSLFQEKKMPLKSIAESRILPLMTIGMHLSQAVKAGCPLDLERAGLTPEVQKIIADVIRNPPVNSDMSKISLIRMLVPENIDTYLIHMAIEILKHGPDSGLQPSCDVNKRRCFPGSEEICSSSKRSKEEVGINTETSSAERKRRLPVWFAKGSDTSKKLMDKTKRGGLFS
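Primary qHTS, 1536-well format. 20 nM WRN + compound, 15 min RT; start with 100 nM forked fluorophore/quencher duplex, 2 mM ATP (final); kinetic read ex 525/em 598 nm.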
HT1080 IDH1KD tx: toxicity to HT-1080 IDH1 knockdown cells (counter line); AID 686971; hit rate 2% among 360,000; HT-1080 IDH1 knockdown viability, ATP luminescence, 48 h; Potency, µM (series often up to 46.1 µM), for the others: at the highest dose activity, negative = toxicity, most hits filed as cytotoxic;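 note: potency is the fitted concentration of half-maximal effect; 0% = DMSO wells and -100% = cell-free medium wells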
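Using the IDH1-knockdown HT-1080 line run in the same batch and compound series as the NT line, viability after 48 h at 37 °C was determined by CellTiter-Glo luminescence and expressed as % activity.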
KB-3-1 tox: kills parental KB-3-1 adenocarcinoma cells | KB-3-1 viability, CellTiter-Glo ATP luminescence, 72 h | Potency, µM (series often up to 46.1 µM), inactives show at the highest dose activity change, negative = cytotoxic, actives largely listed as cytotoxic | hit rate 1.4% among 400,000 | AID 1347075; note: potency is the fitted concentration of half-maximal effect; % is set by controls: 0 for no effect and ±100 for the full control effect; nearly all actives have a fitted effect of over 60% in size
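KB-3-1 cells, DMEM (no phenol red) + 10% FBS; compound by pin transfer, 72 h, 37 °C. Readout: CellTiter-Glo luminescence after 10 min. Data normalized, curve-fitted.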
IL1B secr inh: blocks inflammasome-driven IL-1 beta release. THP-1 LPS/ATP IL-1B secretion, AlphaLISA, 16 h; stronger effect = lower value. activity change, % at 57.5 µM. hit rate 4.7% among 360,000. AID 743279; in the data active = activity change below about -50%; inconclusive = mostly about -30% to -49%; note: % is set by controls: 0 for no effect and ±100 for the full control effect
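THP-1 cells pretreated 1 hr with compounds (up to 57.5 uM final), then stimulated with LPS (250 ng/mL final) plus ATP (1.25 mM final); secreted IL-1B measured by AlphaLISA after 16 hr, decreased signal indicating inhibition.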
Active calls of the source: *; u = inconclusive; x = not tested or not shown; [ ] = remark or other dose. Unless noted, calls come from the whole dose curve; as a rule, active = well fitted curve in the direction sought with a large enough effect; inconclusive = small, poorly fitted or top-dose-only effect, or another doubt; inactive = no such curve, though single readings can be large; an effect the other way counts as inactive or inconclusive.

SMILES	ATXN2 expr inh	KB-V1 MDR tox	MCF10A rerep	HT1080NT lethal	SW480 rereplic	WRN helicase inh	HT1080 IDH1KD tx	KB-3-1 tox	IL1B secr inh
Cc1c(Cl)cccc1NC(=S)NNS(=O)(=O)c1ccc([N+](=O)[O-])cc1	1%	3%	7%	5%	7%	-10%	16%	-17%	12
COc1cc(C(=O)Nc2ccc(C)cc2C(NCC(=O)NN)c2ccccc2)cc(OC)c1OC (configuration not stated)	5%	0%	-10%	-1%	-10%	6%	3%	21%	-16
O=C(c1cccc(Br)c1)c1nc2ccccc2[nH]c1=O	4%	0%	x	18%	x	-3%	3%	-2%	-1
CC(=O)c1ccc(S(=O)(=O)N2CCN(C(=O)c3ccc(N)c([N+](=O)[O-])c3)CC2)cc1	-12%	2%	4%	-1%	-4%	1%	-1%	20%	0
CC(=O)Oc1ccccc1C(=O)Nc1ccccc1C(=O)N1CCCCC1	-5%	-29%	-6%	-4%	-3%	-31%	-4%	0%	-26
O=C(NC1CCN(Cc2ccccc2)CC1)C1CCN(S(=O)(=O)c2ccc(Cl)cc2)CC1	-35%	-20%	21%	-6%	30%	3%[57.1 µM]	-20%	-22%	-24
CCOC(=O)c1c(NC(=O)Cc2ccccc2)sc2c1CCN(C)C2	-12%	0%	20%	0%	-12%	-2%	-15%	-6%	u
CCS(=O)(=O)c1ccc(O)c(NC(=O)Nc2ccc(C(C)(C)C)cc2)c1	-25%	5%	8%	u	-17%	-5%	u	-7%	-88*
CCCCC(=O)N(C)c1c(CC)nc2c(OCC(=O)N(C)C)cccn12	-2%	-12%	x	14%	x	6%[57.1 µM]	1%	2%	22
COc1ncccc1C(=O)N1CCCC(C(=O)c2cccc(OC(C)C)c2)C1 (configuration not stated)	-15%	u	8%	0%	1%	0%	1%	-4%	11
O=C(Cc1ccc(S(=O)(=O)N2CCCC2)s1)N1CCN(c2ccccc2)CC1	-7%	u	2%	13%	-2%	-4%	-1%	5%	21
COc1ccc2[nH]c3c(c2c1)CCN1C(=O)C(CC(=O)NCc2cccc(C(F)(F)F)c2)C[C@H](C(=O)N2CCOCC2)[C@@]31C (some centres not stated)	-11%	6%	-13%	-4%	u	-4%	-1%	-7%	u
Cc1cc(C)cc(C(=O)OCC(=O)NCC(F)(F)F)c1	-14%	11%	-1%	-1%	-4%	1%	5%	0%	-2
N#Cc1cc(Oc2ccccc2)c(-n2nnc3ccccc32)cc1C#N	2%	-1%	3%	-2%	0%	-5%	-7%	-2%	4
CC(C)=CCc1c2c(c3occ(-c4ccc(O)cc4)c(=O)c3c1O)C=CC(C)(C)O2	u	u	u	u	1%	-7%	u	u	-82*
CCCCn1c(SCc2ccc(C(=O)OC)o2)nc2cc(S(N)(=O)=O)ccc21	-25%	u	-3%	u	0%	-11%[57.1 µM]	-4%[9.24 µM]	18µM*	-78*
COc1ccc(Cl)cc1NC(=O)CN(C)C(=O)c1ccc2n[nH]nc2c1	x	0%	3%	1%	-13%	-7%	2%	1%	-1
Cc1ccc(SCc2ccc(C(=O)Nc3nccs3)o2)cc1	31%[activator]	-12%	u	0%	-1%	-1%	-14%	6%	u
Cc1ccccc1S(=O)(=O)NC(=O)C1(C)CCN1C(=O)CC(c1ccccc1)c1ccccc1 (configuration not stated)	13%	-9%	x	6%	x	4%[57.1 µM]	-1%	-12%	26
Cn1c(Cc2ccccc2)nnc1SCC(=O)c1ccc(Br)s1	-9%	13µM*	-1%	2%	-4%	6%	3%	u	-30
CC(=O)Nc1ccc(S(=O)(=O)NC(C)C(=O)OCCOc2ccc(F)cc2)cc1 (configuration not stated)	x	0%	-3%	-9%	-1%	-9%	-11%	4%	-85*
Cc1cccc(NC(=S)N(CCN(C)C)C(C)c2cccnc2)c1 (configuration not stated)	-18%	-43%	0%	-2%	-1%	-6%	-8%	0%	14
C[C@@H]1CN([C@@H](C)CO)C(=O)CCCn2cc(nn2)CO[C@H]1CN(C)S(=O)(=O)c1ccccc1	5%	4%	x	2%	x	11%	-3%	4%	33
COc1ccccc1-c1cn[nH]c1-c1ccc(OCc2ccccc2F)cc1O	u	-6%	7.3µM*	u	u	-5%	u	-10%	-101*
CC(=O)c1ccc(N2CCN(S(=O)(=O)c3c(C)[nH]c(=O)[nH]c3=O)CC2)cc1	0%	27%	-14%	-2%	-1%	6%	17%	1%	13
Cc1ccc2c(CC(=O)O)coc2c1	-3%	u	21%	1%	-4%	-12%	1%	7%	4
Cc1cc(C)nc(/N=C(\N)Nc2ccc3c(c2)OCCO3)n1	-18%	-3%	u	-21%	140%	17%[57.1 µM]	u	u	-78*
Cc1cc(S(=O)(=O)Nc2ccccc2C)ccc1F	-10%	-3%	9%	-4%	1%	-4%	-1%	0%	6
COc1ccc(/C=C2/SC(=O)N(NS(=O)(=O)c3ccccc3)C2=S)cc1OC	0%	-6%	12%	4%[9.24 µM]	-1%	-31%	u	0%	-5
CCc1cnccc1CCC(=O)Nc1ccccc1C	x	-2%	3%	1%	25%	-3%	-1%	-2%	22
Brc1csc(/C=N/Nc2nc3ccccc3s2)c1	73%[activator]	-11%	u	-6%	11%	1%	-7%	-10%	u
CN(C)CCCNC(=O)C1(O)c2cc(Br)ccc2NC(=O)N1c1ccc(Cl)cc1 (configuration not stated)	-5%	20%	-1%	5%	2%	-5%	4%	0%	26
O=C(Nc1ccc(F)cc1F)c1ccc(-n2cncn2)nc1	2%	u	1%	1%	-2%	16%	11%	5%	11
Cc1ccc(S(=O)(=O)N2CCOCC2)cc1-c1n[nH]c(=S)n1-c1ccccc1	6%	u	-2%	2%[9.24 µM]	-11%	-4%	4%	5%	-1
O=C(NCc1ccccn1)c1ccc(CNS(=O)(=O)c2cccc(C(F)(F)F)c2)cc1	-17%	u	17%	-14%	-5%	-1%	-1%	24%	0
Cc1ccc2[nH]c(=O)c(CN(CCCN3CCOCC3)Cc3nnnn3C3CCCC3)cc2c1	7%	14%	24%	5%	-2%	-2%	u	5%	-4

Reformatted: results already given
SMILES | ATXN2 expr inh | KB-V1 MDR tox | MCF10A rerep | HT1080NT lethal | SW480 rereplic | WRN helicase inh | HT1080 IDH1KD tx | KB-3-1 tox | IL1B secr inh
C[C@@H]1CN([C@@H](C)CO)C(=O)CCCn2cc(nn2)CO[C@H]1CN(C)S(=O)(=O)c1ccccc1 | 5% | 4% | x | 2% | x | 11% | -3% | 4% | 33
COc1ccccc1-c1cn[nH]c1-c1ccc(OCc2ccccc2F)cc1O | u | -6% | 7.3µM* | u | u | -5% | u | -10% | -101*
CC(=O)c1ccc(N2CCN(S(=O)(=O)c3c(C)[nH]c(=O)[nH]c3=O)CC2)cc1 | 0% | 27% | -14% | -2% | -1% | 6% | 17% | 1% | 13
Cc1ccc2c(CC(=O)O)coc2c1 | -3% | u | 21% | 1% | -4% | -12% | 1% | 7% | 4
Cc1cc(C)nc(/N=C(\N)Nc2ccc3c(c2)OCCO3)n1 | -18% | -3% | u | -21% | 140% | 17%[57.1 µM] | u | u | -78*
Cc1cc(S(=O)(=O)Nc2ccccc2C)ccc1F | -10% | -3% | 9% | -4% | 1% | -4% | -1% | 0% | 6
COc1ccc(/C=C2/SC(=O)N(NS(=O)(=O)c3ccccc3)C2=S)cc1OC | 0% | -6% | 12% | 4%[9.24 µM] | -1% | -31% | u | 0% | -5
CCc1cnccc1CCC(=O)Nc1ccccc1C | x | -2% | 3% | 1% | 25% | -3% | -1% | -2% | 22
Brc1csc(/C=N/Nc2nc3ccccc3s2)c1 | 73%[activator] | -11% | u | -6% | 11% | 1% | -7% | -10% | u
CN(C)CCCNC(=O)C1(O)c2cc(Br)ccc2NC(=O)N1c1ccc(Cl)cc1 (configuration not stated) | -5% | 20% | -1% | 5% | 2% | -5% | 4% | 0% | 26
O=C(Nc1ccc(F)cc1F)c1ccc(-n2cncn2)nc1 | 2% | u | 1% | 1% | -2% | 16% | 11% | 5% | 11
Cc1ccc(S(=O)(=O)N2CCOCC2)cc1-c1n[nH]c(=S)n1-c1ccccc1 | 6% | u | -2% | 2%[9.24 µM] | -11% | -4% | 4% | 5% | -1

(cont.)
SMILES	ATXN2 expr inh	KB-V1 MDR tox	MCF10A rerep	HT1080NT lethal	SW480 rereplic	WRN helicase inh	HT1080 IDH1KD tx	KB-3-1 tox	IL1B secr inh
CCCC(c1nnnn1Cc1ccco1)N1CCN(C2CCCC2)CC1 (configuration not stated)	-7%	-14%	11%	-3%	-1%	-1%	-8%	1%	-19
CCOC(=O)c1[nH]c(C)c(/C(O)=C2\C(=O)C(=O)N(CCN(C)C)C2c2ccco2)c1C (configuration not stated)	2%	11%	3%	13%	-3%	6%	13%	3%	15
COc1ccc(OCC(O)Cn2c(=N)n(CCN3CCCCC3)c3ccccc32)cc1 (configuration not stated)	-33%	0%	26µM*	18µM*	u	1%	u	u	-57*
CNc1nc2ccccc2n1CC(=O)c1ccccc1	20%	u	-9%	-3%	-9%[9.22 µM]	-16%	4%	-3%	19
CCOC(=O)COc1ccc(S(=O)(=O)c2ccc(OCC(=O)OCC)cc2)cc1	5%	3%	u	4%	u	-11%	-10%	-8%	-92*
Cc1ccc(-n2nnnc2SCC(=O)NC(=O)Nc2ccc3c(c2)OCCO3)cc1	51%[activator]	-10%	-2%	-2%	-15%	38%[activator]	u	16%	25
COc1ccc(NC(=O)CCNS(=O)(=O)c2ccc(Cl)c([N+](=O)[O-])c2)cc1S(N)(=O)=O	-17%	-11%	8%	-2%	-3%	-36%	-5%	-1%	12

Screens from PubChem BioAssay.
